Bioassay records deposited in PubChem BioAssay by National Center for Advancing Translational Sciences (NCATS).
RECQ1 inh – blocks DNA unwinding by human RECQ1 | 0.54% of 240,000 active | P46063 | Potency, µM (doses to about 57.3 µM), without a hit: top-dose activity, negative = inhibition, most hits filed as inhibitors | RECQ1 DNA unwinding, red fluorescence kinetic read;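 note: plate controls were vehicle for no effect and no enzyme for full effect; nearly all actives have a fitted effect of over 30% in size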
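50 nM RECQ1T1 preincubated 15 min with compound in Tris pH 8.0 buffer with MgCl2, DTT, Tween-20 and 2.5 ug/ml poly(dI-dC); started with 200 nM TAMRA/BHQ-2 forked duplex and 2 mM ATP. Unwinding read as fluorescence (525/598 nm), two reads 2 h apart.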
Epigenetic derep – regulators of epigenetic silencing causing reporter derepression in mouse cells; 0.2% of 280,000 active; murine LDR cells, GFP reporter derepression, 30 h; Potency, µM (doses to about 53.9 µM), for the others: top-dose GFP activation, most hits filed as activators; AID 1865; note: % of control where 0% means no effect; nearly all actives have a fitted effect of over 60% in size
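GFP-positive cell count by laser-scanning cytometry (objects 20–120 um) after 30 h, 37 C compound exposure of murine LDR cells; reporter is CMV-GFP integrated at a silenced locus, inducible by HDAC or DNMT inhibitors.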
GoLoco inh red – inhibitors of human Gai1-RGS12 GoLoco interaction (red fluorophore). P63096. Gai1:RGS12 GoLoco peptide FP, rhodamine, 10 min. Potency, µM (highest dose often 61.6 µM), without a hit: at the highest dose activity, negative = inhibition, hits mostly inhibitors. 0.44% of 230,000 active. AID 880; active = well fitted inhibition curve with a large enough effect, not every such curve was filed as active; inactive = no such curve, though single readings can be large or run the other way; note: % is set by controls: 0 for no effect and ±100 for the full control effect; nearly all actives have a fitted effect of over 30% in size; many of its hits are not listed in these tables
Target sequence (P63096 whole entry, looked up): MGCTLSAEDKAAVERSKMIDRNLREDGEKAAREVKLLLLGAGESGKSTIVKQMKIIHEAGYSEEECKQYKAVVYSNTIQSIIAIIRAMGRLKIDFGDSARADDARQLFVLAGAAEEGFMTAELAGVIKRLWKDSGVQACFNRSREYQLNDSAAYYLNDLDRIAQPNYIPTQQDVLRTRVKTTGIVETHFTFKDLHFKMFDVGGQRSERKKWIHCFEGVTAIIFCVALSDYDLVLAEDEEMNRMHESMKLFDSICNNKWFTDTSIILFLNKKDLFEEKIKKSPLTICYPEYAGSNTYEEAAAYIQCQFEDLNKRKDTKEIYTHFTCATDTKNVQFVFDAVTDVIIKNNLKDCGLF
KDM4E inh – blocks human JMJD2E demethylase activity; 1.6% of 230,000 active; Potency, µM (highest dose often 57.1 µM), without a hit: at the highest dose activity change, negative = inhibition, usual class: inhibitors; B2RXH2; JMJD2E catalytic domain, FDH-coupled NADH fluorescence (FDH is formaldehyde dehydrogenase); active = well fitted inhibition curve with a large enough effect, not every such curve was filed as active; inconclusive = small, poorly fitted or top-dose-only effect, or another doubt; inactive = no such curve, though single readings can be large or run the other way;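 note: 0% = wells with enzyme and -100% = buffer wells without enzyme; nearly all actives have a fitted effect of over 50% in size; many of its hits are not listed in these tables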
Target sequence (B2RXH2 1-337 limits assumed): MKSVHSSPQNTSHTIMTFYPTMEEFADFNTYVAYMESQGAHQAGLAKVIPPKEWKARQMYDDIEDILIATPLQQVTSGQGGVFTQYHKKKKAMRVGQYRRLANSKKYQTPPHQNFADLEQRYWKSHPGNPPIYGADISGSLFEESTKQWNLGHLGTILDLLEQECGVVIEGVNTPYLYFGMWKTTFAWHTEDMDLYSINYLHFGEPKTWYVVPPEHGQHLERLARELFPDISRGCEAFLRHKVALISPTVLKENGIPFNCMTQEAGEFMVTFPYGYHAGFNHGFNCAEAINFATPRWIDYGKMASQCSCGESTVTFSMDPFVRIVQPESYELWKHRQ
SMN2 splice enh – increases expression of the SMN2 splice variant. HEK293 SMN2-luciferase splicing reporter, luminescence, 30-36 h. Potency, µM (titrated, usually from 46.1 µM), for inactives: top-dose activity change, positive = activation, most hits filed as activators. 2.8% of 210,000 active; note: % of control where 0% means no effect; nearly all actives have a fitted effect of over 55% in size
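HEK293 cells carry an SMN2 […]–luciferase reporter in which exon 7 inclusion puts luciferase in frame. Cells were plated 10-12 h before compound addition, then incubated 30-36 h at 37C. ONE-Glo luminescence was read; sodium butyrate at 4.5 mM final served as control.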
Luc counter – blocks Kinase-Glo luciferase, a counter-screen artifact; 0.28% of 200,000 active; AID 1379; Potency, µM (top dose mostly 38.3 µM), for inactives: top-dose activity change, negative = inhibition, hits mostly inhibitors; Kinase-Glo luciferase, ATP luminescence, 8 min; note: % is set by controls: 0 for no effect and ±100 for the full control effect; nearly all actives have a fitted effect of over 60% in size
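Compound is pinned into ATP-containing buffer (10 uM ATP, imidazole pH 7.2, 7 mM MgCl2). Kinase-Glo luciferase reagent is then added. Light output is recorded following an 8-min room-temperature incubation.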
NPSR antagonist – neuropeptide S receptor (human) antagonism, cAMP. Q6W5P4. CHO-NPSR cells, cAMP TR-FRET, antagonist mode. Potency, µM (highest dose often 38.3 µM), without a hit: at the highest dose activity change, negative = inhibition, most hits filed as inhibitors. 1% of 220,000 active; note: % is set by controls: 0 for no effect and ±100 for the full control effect; nearly all actives have a fitted effect of over 50% in size; many of its hits are not listed in these tables
Target sequence (Q6W5P4 whole entry, looked up): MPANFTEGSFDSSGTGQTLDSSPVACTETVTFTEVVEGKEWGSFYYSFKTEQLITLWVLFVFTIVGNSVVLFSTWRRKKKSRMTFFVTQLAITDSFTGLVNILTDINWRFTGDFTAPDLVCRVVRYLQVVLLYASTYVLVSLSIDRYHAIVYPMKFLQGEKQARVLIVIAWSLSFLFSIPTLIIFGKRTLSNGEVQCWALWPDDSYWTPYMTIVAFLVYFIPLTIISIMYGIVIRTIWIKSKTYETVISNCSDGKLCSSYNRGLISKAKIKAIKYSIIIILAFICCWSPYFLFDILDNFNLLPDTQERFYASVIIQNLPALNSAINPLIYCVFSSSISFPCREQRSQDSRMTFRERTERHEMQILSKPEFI
IMPase Li inh – cell-permeable IMPase inhibitors with lithium potentiation. Potency, µM (highest dose often 59.4 µM), without a hit: top-dose activity, negative = IMPase inhibition, hits mostly inhibitors. 0.35% of 210,000 active. AID 1457. CHO-M1 cells, IP1 TR-FRET (IP-One), carbachol + lithium;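 note: IP1 builds up when IMPase is blocked and the TR-FRET signal falls; plate controls were basal vehicle for no effect and high inhibitor control for full effect; nearly all actives have a fitted effect of over 50% in size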
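CHO cells stably expressing M1 receptor (2000/well, cultured 16–30 h) treated 30 min at 37C with compound plus low lithium. Cytosolic IP1 by TR-FRET (665/620 ratio and 620 channel) after 10 min lysis; AC50 by Hill fit.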
Starred values were filed as active, the others as inactive; i = inactive; ? = inconclusive; . = no result given; & = joins results of further samples; ! = not active in a repeat; [ ] = remark or other dose. Unless noted, calls come from the whole dose curve; as a rule, active = well fitted curve in the direction sought with a large enough effect; inconclusive = small, poorly fitted or top-dose-only effect, or another doubt; inactive = no such curve, though single readings can be large; an effect the other way counts as inactive or inconclusive. Potency is the fitted concentration of half-maximal effect. Some of the compounds tested. The share of hits here may be higher or lower than overall.

SMILES	RECQ1 inh	Epigenetic derep	GoLoco inh red	KDM4E inh	SMN2 splice enh	Luc counter	NPSR antagonist	IMPase Li inh
O=C(O)c1cc(O)c2c(c1)C(=O)c1cccc(O)c1C2=O	3.2µM*!	0.0%&5.9%	-10%&18%&-10%	28µM*	-38%&-17%[inhibitor]	-2%&-6%	-28%	11%&-1%&4%
CCSc1nc2ccccc2n1C(=O)/C=C/c1ccc(OC)c(OC)c1	-2%	-1.6%	-16%	?	-54%[inhibitor]	0%	-59%	19%
COC(=O)CC1COc2ccccc2N1C(=O)c1ccc(C(C)(C)C)cc1 (stereo not given)	-12%	0.9%	7%	2%	-26%	2%	?	6%[38.3 µM]
Cc1nc(CNC(=O)c2ccccc2OC2CCN(S(C)(=O)=O)CC2)cs1	-1%	-0.9%	-7%	2%	.	-1%	-7%	2%
COc1ccc(NC2(c3ccccc3)OC(=O)c3ccccc32)cc1 (stereo not given)	-20%	0.5%	-1%	-11%	-20%	3%	-11%	3%
O=C(O)C1Cc2ccccc2CN1S(=O)(=O)c1ccc(Cl)cc1 (stereo not given)	-2%	-2.6%	1%	-9%	7%	0%	4%	5%
COc1ccc(CNC(=O)C(c2cccs2)N(Cc2ccco2)C(=O)Cc2cccs2)cc1 (stereo not given)	i	5.7%	17%	15%	-16%	0%	-23%[46.1 µM]	15%
O=C(OCC(=O)N1c2ccccc2Sc2ccccc21)c1cccnc1	i	2.4%	18%	-21%	11%	-2%	-2%	10%
O=S(=O)(Nc1ccc(N2CCOCC2)cc1)c1ccccc1	-4%	-1.0%	0%	0%	6%	-3%	1%[46.1 µM]	14%[38.3 µM]
CN(C)CCN=Cc1c(O)n(Cc2ccc3c(c2)OCO3)c(=O)c2ccccc12	-7%	4.9%	7%	?	9%	6%	-35%	-1%
Cc1c(Cl)cccc1NC(=S)Nc1ccccn1	-17%	1.3%	-7%	1%	12%	-2%	13%	-1%
CC(=O)N=c1c(C#N)cc2c(=O)n3ccccc3nc2n1Cc1ccccc1	-10%	0.0%	62%[activator]	6%	-11%	-1%	-9%	-2%
Cc1ccc(S(=O)(=O)N(CC(=O)NC2CCCCCC2)c2ccccc2F)cc1	-12%	0.1%	3%	3%	-23%	-4%	-27%[46.1 µM]	6%[38.3 µM]
O=C1C=C(N2CCN(C(=O)c3ccccc3)CC2)C2(CCCCC2)O1	6%	-1.1%	5%	15%	-8%	-4%	-14%[46.1 µM]	-7%[38.3 µM]
O=C(O)CCCCCNC(=O)c1cccc(Br)c1	0%	-1.3%	-16%	-3%	-5%	0%	-3%[46.1 µM]	-4%[38.3 µM]
CCOP(=O)(c1ccc(N(C)C)cc1)C(O)c1cccnc1 (stereo not given)	-12%	0.0%	6%	1%	.	.	-14%	.
O=C(NC1CCCc2ccccc21)c1ccccc1 (stereo not given)	-1%	-1.9%	0%	9%	3%	-2%	-3%	11%
CCCCCC(=O)Oc1cccc(N2C(=O)C3CCCCC3C2=O)c1 (stereo not given)	0%	-0.3%	5%	8%	14%	0%	18%	-7%
O=C(c1cc(-c2cccc(O)c2)on1)N1CCc2ccccc2C1	0%	0.8%	-10%	1%	1%	1%	-6%[46.1 µM]	24%[38.3 µM]
COc1ncc2ncc(=O)n(Cc3ccc(F)cc3)c2n1	-9%	.	8%	.	-10%	1%	.	4%

Gathered by group, those above containing a Cl atom.
SMILES	RECQ1 inh	Epigenetic derep	GoLoco inh red	KDM4E inh	SMN2 splice enh	Luc counter	NPSR antagonist	IMPase Li inh
O=C(O)C1Cc2ccccc2CN1S(=O)(=O)c1ccc(Cl)cc1 (stereo not given)	-2%	-2.6%	1%	-9%	7%	0%	4%	5%
Cc1c(Cl)cccc1NC(=S)Nc1ccccn1	-17%	1.3%	-7%	1%	12%	-2%	13%	-1%

Structures listed above printed as active in KDM4E inh:
| molecule | RECQ1 inh | Epigenetic derep | GoLoco inh red | KDM4E inh | SMN2 splice enh | NPSR antagonist | IMPase Li inh |
| --- | --- | --- | --- | --- | --- | --- | --- |
| O=C(O)c1cc(O)c2c(c1)C(=O)c1cccc(O)c1C2=O | 3.2µM*! | 0.0%&5.9% | -10%&18%&-10% | 28µM* | -38%&-17%[inhibitor] | -28% | 11%&-1%&4% |

Next part:
SMILES	RECQ1 inh	Epigenetic derep	GoLoco inh red	KDM4E inh	SMN2 splice enh	Luc counter	NPSR antagonist	IMPase Li inh
OC(CNCc1ccc(F)cc1)(c1ccc(F)cc1)c1ccc(F)cc1	-8%	-1.5%	9%	4%	.	-6%	-22%[46.1 µM]	35%[activator][38.3 µM]
CCCNC(=O)Nc1ccsc1C(=O)OC	i	-1.4%	15%	-4%	14%	-1%	3%	-1%
O=C(Nc1ccc2c(c1)OCCO2)c1ccc(Br)s1	-12%	0.0%	-7%	-10%	1.1µM*	-7%	-6%	1%
CCN(CC)C(=O)CSc1nnc(-c2cc(-c3ccc(Cl)cc3)nc3ccccc23)o1	5%	-1.3%	13%	?	-20%	0%	-37%	5%
O=Cc1ccc(-n2cncn2)cc1	i	-1.8%	4%	7.1µM*	8%	-5%	3%	-4%
CC1(C)CC(=O)C(C(C2=C(O)CC(C)(C)CC2=O)c2cccnc2)C(=O)C1 (stereo not given)	-9%	-0.9%	-5%	0%	-20%	5%	-2%[46.1 µM]	-12%[38.3 µM]
COc1ccc(CCNC(=O)C2CC3Cn4c(nc5cc(C)c(C)cc54)C3N2C)cc1 (stereo not given)	i	-1.7%	11%	-7%	.	.	-4%	.
O=C(COC(=O)c1ccncc1)NCc1ccccc1	-4%	0.7%	2%	-7%	-14%	-1%	0%[46.1 µM]	4%[38.3 µM]
Cc1ccc2c(C)ccc(O)c2n1	2%	1.5%	4%	-9%	4%	-5%	-8%[46.1 µM]	5%[38.3 µM]
CCc1ccccc1NC(=O)/C(=C/c1ccco1)c1ccccc1	-17%	3.0%	30%	15%	-11%	-2%	?	5%[38.3 µM]
O=[N+]([O-])c1cccc(C(F)(F)F)c1	0%	.	-6%	.	-6%	.	.	-1%
Cc1cc(C)n(CC(O)Cn2c(C)c(C)c3ccccc32)n1 (stereo not given)	-8%	0.1%	2%	?	0%	-4%	-1%[46.1 µM]	20%[38.3 µM]
Cc1ccc(N2C(=O)C(Cl)=C(N3CCN(C)CC3)C2=O)c(C)c1	0%	-0.9%	5%	-7%	-4%	4%	-1%[46.1 µM]	7%
CCOc1ccc(N2C(=O)CC(N(O)c3ccccc3)C2=O)cc1 (stereo not given)	i	0.0%	-7%	2%	21%	2%	-14%[46.1 µM]	-6%[38.3 µM]
CCOC(=O)C1(Cc2ccccc2)CCN(Cc2cccn2-c2cccnc2)CC1	i	1.1%	-2%	2%	.	4%	4%	26%
CC(=O)SC1CC(=O)N(c2c(C)cccc2C)C1=O (stereo not given)	-8%	-2.3%	-1%	-1%	.	.	19%	.
O=C(CC1NCCc2ccccc21)Nc1ccccc1Cl (stereo not given)	-3%	6.9%	-5%	6%	5%	5%	-2%	4%
c1ccc(-n2nnnc2CN2CCOCC2)cc1	-4%	0.0%	-5%	-1%	-6%	-3%	-3%[46.1 µM]	-2%
COc1cccc(/C=N/NC(=O)c2cccc([N+](=O)[O-])c2)c1OS(=O)(=O)c1ccccc1	-2%	0.0%	-6%	5%	-3%	-3%	-15%[46.1 µM]	28%[38.3 µM]
CC(C)c1ccccc1NC(=O)COC(=O)CNC(=O)c1ccc(Br)cc1	-6%	4.1%	-16%	-9%	6%	6%	11%	9%
O=C(CCc1ccccc1)Nc1nnc(-c2cccs2)o1	-3%	0.7%	4%	?	10%	3%	-3%[46.1 µM]	-3%[38.3 µM]
O=C(c1cccc(C(F)(F)F)c1)N1CCN(C2CCCCC2)CC1	i	-2.1%	0%	-7%	-1%	2%	-6%[46.1 µM]	7%[38.3 µM]
COc1cccc(/C=C2\Sc3ccc(C(=O)NCc4cccnc4)cc3N(C)C2=O)c1	i	-1.5%	7%	?	-24%	0%	-44%	6%
CCc1ccc(NC(=O)CSc2nnc(-c3ccccn3)n2C)cc1	11%	-0.7%	4%	-1%	-23%	-1%	-1%[46.1 µM]	-4%[38.3 µM]
Cc1ccc(NC(=O)CSc2nnc(Cc3cccn3C)n2-c2ccc(F)cc2)c(C)c1	-9%	-0.2%	9%	-5%	3%	2%	-21%[46.1 µM]	5%[38.3 µM]
O=C(O)CCSCC(=O)c1ccc2c(c1)OCCO2	-6%	0.3%	-7%	-2%	?	12%	3%[7.67 µM]	-1%[38.3 µM]
CS(=O)(=O)N(CC(=O)NCc1ccccc1Cl)C1CCCCC1	i	-0.2%	9%	10%	-13%	0%	3%	4%
COc1cc(COCC(O)CN2CCN(Cc3ccccc3)CC2)cc(OC)c1OC (stereo not given)	-4%	1.1%	-2%	9%	9%	-1%	2%	-1%
O=C(O)C1CC=CCC1C(=O)NCc1ccccc1 (stereo not given)	-3%	-14%	-2%	1%	-7%	-7%	4%[46.1 µM]	16%[38.3 µM]
CCN(CC)CCOC(=O)c1ccc(N/C=C(/C#N)c2nc(-c3ccc(OC)c(OC)c3)cs2)cc1	-24%	1.1%	27%	-10%	.	.	-12%	.
COC(=O)c1ccc(COC(=O)CNC(=O)c2ccc(-c3ccccc3)cc2)cc1	1%	0.0%	2%	-22%	?	2%	-4%	-1%
COc1ccc(CCNC(=O)C(NC(=O)OCc2ccccc2)C(C)C)cc1OC (stereo not given)	0%	-0.3%	-4%	-1%	.	.	2%[7.67 µM]	.
COCCNC(C(=O)Nc1cc(Cl)cc(Cl)c1)c1ccccc1 (stereo not given)	-7%	0.0%	4%	6%	-7%	-4%	-6%[46.1 µM]	17%[38.3 µM]
O=C(O)CCNC(=S)Nc1cccc(F)c1	-13%	-1.0%	8%	5%	.	.	9%	.
COC1CCCN(C(=O)c2ccc(OC3CCN(CCc4ccccc4)CC3)cc2)C1 (stereo not given)	-5%	1.4%	9%	7%	.	2%	-3%	16%
CCc1ccc(C2C(C#N)=C(N)SC(N)=C2C#N)cc1	i	7.1%	141%[activator]	?	-5%	0%	16%[46.1 µM]	?
COC(=O)c1[nH]c2ccc(F)cc2c1NS(=O)(=O)c1ccc(OC)cc1	-5%	-0.2%	6%	?	19%	-5%	-23%	5%
